KCNQ2 block – KCNQ2 channel blockers in CHO-K1 cells – cell-based, FluxOR thallium flux, B-score, primary screen (AID 2156); 310,000 compounds, 1.1% hits; 20 min; stronger effect = lower value; O88943; B-score at 10 µM;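 active = fluorescence ratio B-score at most minus 3 library SDs, with starting brightness B-score within 2 library SDs, cut at about -5.5 in these data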
Target sequence (O88943 whole entry, looked up): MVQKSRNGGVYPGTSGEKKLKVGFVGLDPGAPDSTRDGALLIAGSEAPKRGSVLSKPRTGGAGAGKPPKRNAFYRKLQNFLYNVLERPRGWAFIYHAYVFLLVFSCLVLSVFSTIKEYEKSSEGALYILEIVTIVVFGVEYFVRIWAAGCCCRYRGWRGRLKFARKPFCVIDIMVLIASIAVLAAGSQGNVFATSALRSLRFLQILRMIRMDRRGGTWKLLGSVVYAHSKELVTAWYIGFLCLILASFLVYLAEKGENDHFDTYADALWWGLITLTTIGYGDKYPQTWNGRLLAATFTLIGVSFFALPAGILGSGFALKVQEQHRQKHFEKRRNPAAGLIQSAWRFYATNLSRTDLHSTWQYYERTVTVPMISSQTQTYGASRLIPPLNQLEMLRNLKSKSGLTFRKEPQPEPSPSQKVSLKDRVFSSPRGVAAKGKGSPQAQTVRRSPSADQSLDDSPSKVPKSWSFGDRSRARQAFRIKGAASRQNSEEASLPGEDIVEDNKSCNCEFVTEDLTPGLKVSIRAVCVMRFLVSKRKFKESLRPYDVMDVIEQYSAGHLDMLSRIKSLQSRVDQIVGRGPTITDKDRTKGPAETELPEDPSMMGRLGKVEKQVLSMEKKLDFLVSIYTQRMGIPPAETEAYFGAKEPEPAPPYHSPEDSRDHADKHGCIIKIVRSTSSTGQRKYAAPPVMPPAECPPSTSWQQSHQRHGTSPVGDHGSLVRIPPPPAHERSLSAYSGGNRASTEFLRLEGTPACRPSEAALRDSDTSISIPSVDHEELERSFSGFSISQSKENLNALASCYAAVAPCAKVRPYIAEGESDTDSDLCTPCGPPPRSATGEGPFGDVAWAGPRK
OX1R antag – blocks the human orexin 1 receptor | OX1R-expressing cells, FRET antagonist read-out | O43613 | inhibition, % at 6.6 µM | 330,000 compounds, 1.8% hits; in the data active = inhibition mostly above about 38%, no sharp cut-off; inactive = mostly below about 40%;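 also: 0% = agonist challenge alone and 100% = reference antagonist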
STK33 inh – inhibitors of human STK33 kinase; Q9BYT3; purified STK33, MBP phosphorylation, ADP-Glo luminescence; inhibition, % at 10 µM; 320,000 compounds, 0.073% hits;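 active = inhibition at or above 25%, using the most active replicate where run in duplicate; inactive = inhibition below 25%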
Active calls of the source: *; i = inactive; / = no result given; & = joins results of further samples.

SMILES | KCNQ2 block | OX1R antag | STK33 inh
O=C(COC(=O)C1C2CC3OC(=O)C1C3C2)Nc1cccc(Cl)c1 (stereo not given) | i | 6 | -1.1
C/C(=N\NC(=O)c1ccc(Cl)cc1)c1ccc(N2CCOCC2)cc1 | i | 15 | -1.9
COc1ccc(CNS(=O)(=O)c2ccc3c(c2)C(C)(C)C(=O)N3C)cc1 | i | 7 | -0.8
Cc1ccc(-c2c(C#N)c(N)nc3c2CCCCC3)cc1 | i | 11 | -2.2
O=CNc1ccc(OC(=O)c2cncc(Br)c2)cc1 | i | 38 | -0.4
Cc1cc(N2CCOCC2)ccc1/C=C\[N+](=O)[O-] | -7.1* | 36 | 0.2
CCOC(=O)N1CCN(C(=O)C(C)N(c2ccccc2)S(C)(=O)=O)CC1 (stereo not given) | i | 9 | -0.2
O=C1/C(=C/c2ccccn2)SC(=S)N1c1ccc(O)cc1 | i | 14 | -1.1
Cc1nc(CN(C)Cc2nc(Cc3cccc(F)c3)no2)cs1 | i | 9 | -0.6
Cc1ccc2c(CN3C(=O)NC(C)(c4ccc5c(c4)OCO5)C3=O)cc(=O)oc2c1 (stereo not given) | i | -1 | 0.3
CC(=O)c1cccc(NS(=O)(=O)c2ccc(NC(=O)N3CCCCC3)cc2)c1 | i | 21 | -0.2
CC(C)(C)c1ccc(C(CC(=O)O)NC(=O)Cc2ccccc2)cc1 (stereo not given) | i | 6 | -0.3
COc1ccc(-c2noc(CCC(=O)NCC3CCN(Cc4cccc(C)c4)CC3)n2)cc1 | i | 11 | 0.0
COc1ccc2cc(CN(CC3CCCO3)C(=O)Nc3ccccc3OC)c(=O)[nH]c2c1 (stereo not given) | i | 12 | 0.2
Cc1cc(C(=O)OCC(=O)c2ccccc2)c2ccccc2n1 | i | 13 | 0.4
COCCCNC(=O)Cn1cc(C(=O)C2CC2)c2ccccc21 | i | 21 | -0.2
Cc1ccc(S(=O)(=O)NCC(=O)OCC(=O)N2C(C)CCCC2C)cc1 (stereo not given) | / | 16 | -0.4
CC(C)c1ccc(NC(=O)CSc2n[nH]c(=O)n2C2CC2)cc1 | i | 29 | 0.3
O=C(CSc1nnnn1-c1ccc(Cl)c(C(=O)O)c1)NC(c1ccccc1)c1ccccc1 | i | 12 | -0.6
CCOC(=O)c1c(NC(=O)CN2CCC(C)CC2)sc(C)c1C | i | 19 | -0.9
O=c1cc(Cl)[nH]c(=O)n1CCNc1ncc(C(F)(F)F)cc1Cl | i | 68 | -0.2
Cc1ccc(/C=c2\sc3nc(-c4cccs4)nn3c2=O)o1 | i | 8 | -0.8
O=C(NCc1ccco1)C1CCN(c2ccc(S(=O)(=O)N3CCOCC3)cc2[N+](=O)[O-])CC1 | i | 27 | -0.3
N#CCC(=O)Nc1ccc(C(=O)OCC(=O)c2ccc3c(c2)OCCO3)cc1 | i | 10 | -0.5
Cc1ccc(C)c(Nc2nc3ccc(C)cc3n3cnnc23)c1 | i | 2 | -0.3
Cc1cc(=O)n2[nH]c(C)c(-c3ccccc3)c2n1 | i | 14 | -2.0
O=C(c1ccco1)N(Cc1cccc(F)c1)C1CCS(=O)(=O)C1 (stereo not given) | i | 4 | /
Cc1ccc(N(C)S(=O)(=O)c2cccc(C(=O)NCCCN3CCCC3=O)c2)cc1 | / | -2 | 0.1
CCCC(=O)Nc1ccc(C)c(O)c1 | i | -7 | 0.2
Cc1ccc(NC(NC(=O)c2cccs2)C(Cl)(Cl)Cl)cc1C (stereo not given) | i | 16 | -3.1
CC(=O)c1ccc(OCC(O)CN(C)Cc2cccs2)cc1 (stereo not given) | i | 20 | -0.5
CC(=O)Nc1cccc(Nc2nc(-c3ccccc3F)nc3ccccc23)c1 | i | 18 | /
CCc1cccc(CC)c1-n1c(SCC(=O)N2CCc3ccccc32)nc(O)cc1=O | / | 9 | -0.9
COc1cccc(NC(=O)CN(C)C(=O)CN2C(=O)c3ccc([N+](=O)[O-])cc3C2=O)c1 | i | 48* | -1.4
CC(=O)Nc1ccc(NC(=O)CC(C)n2ccnc2)cc1 (stereo not given) | i | -3 | 0.1
COc1cc(N/N=C/c2ccccc2O)ncn1 | i | 11 | 7.6
CN1CCN(C(=O)CCN2C(=O)/C(=C/c3ccc(F)cc3)SC2=S)CC1 | i | 31 | -2.3
CN(CCCNC(=O)CCC(=O)N1CCOc2ccc(Cl)cc21)Cc1ccccc1 | i | 3 | 0.2
COc1ccc(-n2c(-c3ccc(Cl)cc3)c[nH]c2=S)cc1 | i | 0 | -0.4
C=CCN(C)CC/C=C1\c2ccccc2CSc2ccccc21 | i | 12 | -0.4
Cc1c(Cc2ccccc2)c(=O)oc2cc(OC(C)C(=O)NCC3CCC(C(=O)O)CC3)c(Cl)cc12 (stereo not given) | i | 13 | -0.1
COc1cc(C(=O)O/N=C2\CCCc3c2ccc(OC)c3[N+](=O)[O-])cc(OC)c1OC | i | 23 | 0.6
CCCCn1c(N)c(N(CCOC)C(=O)c2ccc3c(c2)C(=O)N(c2ccccc2C)C3=O)c(=O)[nH]c1=O | i | 26 | -0.7
CCCCCCn1c(CN2CCN(C)CC2)nc2c1c(=O)n(C)c(=O)n2C | i | -6 | -0.1
Nc1nonc1-n1nnc(C(=O)N/N=C\c2ccncc2)c1CN1CCCCC1 | i | 12 | 9.1

Some of these compounds in order of the OX1R antag value, low to high.
Compound	KCNQ2 block	OX1R antag	STK33 inh
CCCCCCn1c(CN2CCN(C)CC2)nc2c1c(=O)n(C)c(=O)n2C	i	-6	-0.1
CCc1cccc(CC)c1-n1c(SCC(=O)N2CCc3ccccc32)nc(O)cc1=O	/	9	-0.9
C=CCN(C)CC/C=C1\c2ccccc2CSc2ccccc21	i	12	-0.4
CC(=O)c1ccc(OCC(O)CN(C)Cc2cccs2)cc1 (stereo not given)	i	20	-0.5
COc1cccc(NC(=O)CN(C)C(=O)CN2C(=O)c3ccc([N+](=O)[O-])cc3C2=O)c1	i	48*	-1.4

Going on with the list:
SMILES | KCNQ2 block | OX1R antag | STK33 inh
Cc1cc(-c2ccc(Cl)s2)n[nH]1 | i | -1 | -0.8
CN(Cc1nc2c(s1)CCCC2)C(=O)CCc1nnc(-c2ccccc2)o1 | i | 8 | -0.4
Cc1ccc(-c2nc3cnccn3c2Nc2c(C)cccc2C)o1 | i | 6 | 1.0
CN(Cc1cccc(F)c1)C(=O)c1ccc(S(=O)(=O)N2CCOCC2)cc1 | / | 0 | -0.4
O=C(C1CCN(S(=O)(=O)c2cccc3cccnc23)CC1)N1CCn2c1nc1ccccc12 | i | 12 | -0.9
CCCNC(=O)C(Cc1ccccc1)NC(=O)c1ccc(C(F)(F)F)cc1 (stereo not given) | / | 5 | 0.0
C[C@@H](NC(=O)c1nc[nH]c1C(=O)N(C)Cc1ccccc1)c1ccccc1 | / | -3 | -0.6
N#Cc1ccc2c(c1)NC(=O)C1CCCN21 (stereo not given) | i | 13 | 0.7
COc1ccc(C2C(C(=O)NCc3ccco3)c3ccccc3C(=O)N2C)cc1 (stereo not given) | i | 12 | -0.3
Cc1cc(C)c(C)c(S(=O)(=O)N2CCN(CC(=O)NC(=O)NCc3ccccc3)CC2)c1C | i | 2 | 1.7
CCc1ccc(-c2cc(C(F)(F)F)n3nc(C(=O)Nc4c(C)nn(Cc5ccccc5Cl)c4C)cc3n2)s1 | i | 6 | -0.7
CCC(=O)c1ccc(N2CCN(C(=O)c3ccccc3Br)CC2)c(F)c1 | i | 7 | -3.0
CC(=O)NO | i | 15 | -2.6
CC1(C)CC(=O)C(C=Nc2ccccc2C(=O)O)=C(O)C1 | i | 11 | -3.8
CN(C)S(=O)(=O)c1ccc(NC(=O)COC(=O)Cn2[nH]c(=O)c3ccccc3c2=O)cc1 | i | 13 | 0.4
CCCCCC(=O)Nc1ccc(Cl)cn1 | i | 8 | -1.8
CC(C)Oc1ccc(C(=O)/C=C2/C(=O)Nc3ccccc32)cc1 | i | 13 | 0.2
CCOc1cc(NC(=S)NCCCN2CCOCC2)c(OCC)cc1NC(=O)c1ccc(OC)cc1 | i | 23 | 1.0
O=C(c1c(F)cccc1F)N(Cc1ccccn1)C1CCCC1 | i | 15 | -0.9
Cc1nn2c(NCc3ccccn3)c3c(nc2c1-c1ccccc1)CCC3 | i | 11 | 1.0
CCCCc1nnc(NC(=O)C2CCCO2)s1 (stereo not given) | i | 6 | 0.0
Cc1ccc(S(=O)(=O)N/N=C/c2cn(C)nc2C)cc1 | i | 10 | -1.7
CCn1c(C)nc2cc(C(=O)NNC(=S)Nc3ccc(Cl)cc3Cl)ccc21 | i | -3 | 2.7
CC(OC(=O)CCCc1c[nH]c2ccccc12)C(=O)Nc1ccc(S(N)(=O)=O)cc1 (stereo not given) | i | 20 | -3.5
CCc1nc2sc(C(=O)O)c(N)c2c2c1CCCC2 | i | 13 | 1.1
NS(=O)(=O)c1cc2c(cc1Cl)NC(Cc1ccccc1)NS2(=O)=O (stereo not given) | i | -5 | -0.2
CC(N)C12CC3CC(CC(C3)C1)C2 (stereo not given) | i | -1&8 | -1.8&-1.9
O=C(CSc1n[nH]c(-c2ccccn2)n1)Nc1ccccc1 | i | 2 | -1.3
O=C1c2ccccc2-c2ncnc3c(N4CCOCC4)cc(N4CCOCC4)c1c23 | i | 35 | 2.6
CC1(C)O[C@H]2CC(=O)OC[C@]23[C@H]2CC[C@@]4(C)[C@H](c5ccoc5)OC(=O)[C@H]5O[C@]54[C@]2(C)[C@@H](O)C[C@@H]13 | / | 0 | -0.3

Compound profiles (already shown).
`CC(N)C12CC3CC(CC(C3)C1)C2` (stereo not given) is entered as KCNQ2 block = i; OX1R antag = -1&8; STK33 inh = -1.8&-1.9
`CC(OC(=O)CCCc1c[nH]c2ccccc12)C(=O)Nc1ccc(S(N)(=O)=O)cc1` (stereo not given) is entered as KCNQ2 block = i; OX1R antag = 20; STK33 inh = -3.5
`Cc1ccc(S(=O)(=O)N/N=C/c2cn(C)nc2C)cc1` is entered as KCNQ2 block = i; OX1R antag = 10; STK33 inh = -1.7

Other results.
SMILES | KCNQ2 block | OX1R antag | STK33 inh
O=C(Nc1ccc2c(c1)OCCO2)c1cccc(S(=O)(=O)N2CCCCC2)c1 | i | 20 | -1.0
COc1ccc(C2=NOC(Cn3nc(C(=O)NCc4ccccc4OC)cc3-c3ccccc3)C2)cc1 (stereo not given) | i | 45 | -0.7
CCn1c(SCC(=O)Nc2cc(C)on2)nc2c(c1=O)SC(C)C2 (stereo not given) | i | 5 | -1.0
Cc1nnc(Oc2ccccc2F)c2ccccc12 | i | 13 | 0.7
Cc1c(C(=O)N2CCCC(C(F)(F)F)C2)oc2ccccc12 (stereo not given) | / | 4 | -0.4
Cc1ccc(CSc2nnc(-c3cccnc3)n2N)cc1 | i | 8 | -1.5
COc1ccc(NS(=O)(=O)c2ccc(NC(=O)C(C)(C(F)(F)F)C(F)(F)F)cc2)nn1 | i | 18 | -0.5
O=C(CN1C(=O)NC2(CCCCCCC2)C1=O)N1CCOCC1 | i | 3 | -0.6
CC(=O)OC1COC(n2ccc3ccccc32)C(OC(C)=O)C1OC(C)=O (stereo not given) | i | 11 | -2.6
CCOC(=O)C1CCCN(C(=O)CN2C(=O)C(CC)Oc3ccc(C)cc32)C1 (stereo not given) | i | 12 | -0.1
C/C(=N\NC(=O)c1nnn(-c2nonc2N)c1C)c1ccc(-c2ccccc2)cc1 | i | 11 | 1.7
COc1cc(OC)cc(C(=O)Nc2ccc(S(=O)(=O)Nc3ccccn3)cc2)c1 | i | 8 | -2.5
COc1cc(CN2CCN(C(=O)CC(C)C)CC2)cc(OC)c1OC | i | 13 | -1.5
O=C(Nc1nc2ccccc2[nH]1)c1ccccc1 | i | 26 | 1.8
CCOC(=O)NC1CCS(=O)(=O)C1 (stereo not given) | i | 17 | 2.1
CN(Cc1ccccc1)CC(O)COc1ccc(CNCc2ccc(Cl)s2)cc1 (stereo not given) | i | 18 | 2.1
COc1ccc(C(C(=O)NCC2CCCO2)N(Cc2ccco2)C(=O)c2snc(C(N)=O)c2N)cc1OC (stereo not given) | i | 20 | -2.9
COc1cc(/C=N/NC(=O)c2c(C)nc3ccc(Cl)cn23)cc(OC)c1OC | i | / | -1.6
CCOC(=O)N1CCN(C(=O)CNC(=O)C23CC4CC(CC(C4)C2)C3)CC1 | i | 30 | 2.2
CCOC(=O)C1CCN(c2ccc([N+](=O)[O-])cc2S(=O)(=O)N2CCOCC2)CC1 | i | 31 | -0.8
Cc1cccc(-c2nc3ccccc3c(=O)n2NC(=O)c2cccnc2Cl)c1 | i | 13 | -0.5
O=C(CSc1nnc(-c2ccc(O)cc2)o1)Nc1ccccc1 | i | 4 | -2.9
COc1cccc(-c2nn(-c3ccccc3)cc2CNC(C)Cn2cncn2)c1 (stereo not given) | i | 11 | 0.6
CCn1nnnc1SCC(=O)Nc1ccc2c(c1)OCO2 | i | 17 | -2.8
Cc1ccc(C)c(NC(=O)c2cc(S(=O)(=O)N3CCOCC3)cn2C)c1 | i | 9 | -0.7
C=CCn1c[n+](CC(=O)c2ccc(Br)s2)c2ccccc21 | i | 25 | 2.0
Cc1cc(NC(=O)NC2CC(=O)N(c3ccc4c(c3)OCCO4)C2)no1 (stereo not given) | i | 8 | 0.4
CCc1ccc(CNC(=O)c2ccc(NC(=O)C3=CSCCO3)cc2)cc1 | i | 8 | -1.5
COc1ccccc1OCC(=O)Nc1ccc2c(c1)OCO2 | i | 10 | -1.0
CSc1ccc(S(=O)(=O)N2CCC(C(=O)NCC3CCCO3)CC2)cc1 (stereo not given) | i | 8 | 0.3
CN1/C(=C\C(=O)c2cccnc2Cl)C(C)(C)c2ccccc21 | i | 11 | 0.4
CCOC(=O)C1=C(N)Oc2ccc3ccccc3c2C1c1ccc(O)cc1 (stereo not given) | -6.5* | 40 | -0.8
COC(=O)c1cc(-c2ccc(Br)cc2)c2c(=O)[nH]c(=O)n(C)c2n1 | i | -4 | 0.2

Compound activity deposited in PubChem BioAssay by several laboratories.
